Source: PubChem
uPA generation – inhibitors of cell surface uPA generation. actives 0.31% (n = 330,000). Potency, µM (highest dose often 38.3 µM), for the others: at the top dose activity change, negative = inhibition, hits mostly inhibitors. AID 540303. cell surface uPA generation assay, qHTS; active = well fitted inhibition curve with a large enough effect; inconclusive = small, poorly fitted or top-dose-only effect; inactive = no such curve, though single readings can be large or run the other way; tested in mouse RAW 264.7 cells; note: potency is the fitted concentration of half-maximal effect; % is set by controls: 0 for no effect and ±100 for the full control effect; nearly all actives have a fitted effect of over 55% in size
Eya2 inh – inhibitors of human Eya2 phosphatase activity; recombinant Eya2, OMFP fluorescence dephosphorylation (OMFP is methylfluorescein phosphate); O00167; Potency, µM (titrated, usually from 76.9 µM), inactives show top-dose activity, negative = inhibition, actives largely listed as inhibitors; AID 488837; actives 0.006% (n = 330,000); note: potency is the fitted concentration of half-maximal effect; % is set by controls: 0 for no effect and ±100 for the full control effect
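Eya2 protein (added as 0.2 uM solution) was preincubated with compound for 10 min at ambient temperature in 50 mM HEPES pH 7.5, 50 mM NaCl, 5 uM MgCl2, 0.05% BSA, 1 mM DTT. OMFP (added at 50 uM) then reacted 10 min; fluorescence read at 485/525 nm.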
p53 reactivator – mutant p53 re-activation in reporter cells; actives 0.063% (n = 320,000); Potency, µM (titrated, usually from 92.2 µM), inactives show at the top dose activity change, positive = activation, actives largely listed as activators; H1299 p53-A138V BP100-luciferase reporter, luminescence, 24 h; note: potency is the fitted concentration of half-maximal effect; % of control where 0% means no effect; nearly all actives have a fitted effect of over 45% in size
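H1299 (p53-null), stable ts p53-A138V + BP100-Luc; 1000 cells/well, Opti-MEM/10% FBS; cpd 4 pt, 1:5; 24 h, 37 deg C, 5% CO2; detection reagent 10 min RT; luminescence.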
ELG1 genotoxic – genotoxicity induction in ELG1-luciferase HEK293T cells | actives 1.3% (n = 330,000) | AID 504466 | HEK293T ELG1-luciferase reporter, luminescence, 16 h | Potency, µM (titrated, usually from 46 µM), inactives show at the top dose activity change, positive = activation, hits mostly activators; note: potency is the fitted concentration of half-maximal effect; % of control where 0% means no effect; nearly all actives have a fitted effect of over 60% in size
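HEK293T cells expressing luciferase-tagged ELG1 were exposed to compound or DMSO vehicle for 16 hr at 37 °C and 5% CO2. Luciferase activity was then measured with ONE-Glo after 30 min at room temperature.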
TRPV1 agonist – human TRPV1 agonism. actives 0.19% (n = 320,000). activation, % at 8.33 µM. TRPV1-expressing cells, Fluo-8 calcium influx, agonist mode. Q8NER1; in the data active = activation above about 80%; inconclusive = between about 30% and that limit; note: 0% is about no effect
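TRPV1-expressing cells were cultured overnight at 35.5C and loaded with Fluo-8 calcium dye for 40 to 90 min at room temperature. After a 10 s baseline, compound was added and calcium influx was read kinetically for 3 min (ex 480/em 520 nm).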
B2AR arrestin – recruits beta-arrestin to the human beta2-adrenergic receptor | beta-arrestin recruitment to beta2AR, cell-based reporter | Potency, µM (series often up to 46.1 µM), inactives show top-dose activation, most hits filed as activators | actives 0.02% (n = 330,000) | AID 492947;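 note: potency is the fitted concentration of half-maximal effect; 0% = DMSO controls and full agonism = EC100 isoproterenol or metaproterenol; nearly all actives have a fitted effect of over 65% in size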
Target sequence (P07550 whole entry, looked up): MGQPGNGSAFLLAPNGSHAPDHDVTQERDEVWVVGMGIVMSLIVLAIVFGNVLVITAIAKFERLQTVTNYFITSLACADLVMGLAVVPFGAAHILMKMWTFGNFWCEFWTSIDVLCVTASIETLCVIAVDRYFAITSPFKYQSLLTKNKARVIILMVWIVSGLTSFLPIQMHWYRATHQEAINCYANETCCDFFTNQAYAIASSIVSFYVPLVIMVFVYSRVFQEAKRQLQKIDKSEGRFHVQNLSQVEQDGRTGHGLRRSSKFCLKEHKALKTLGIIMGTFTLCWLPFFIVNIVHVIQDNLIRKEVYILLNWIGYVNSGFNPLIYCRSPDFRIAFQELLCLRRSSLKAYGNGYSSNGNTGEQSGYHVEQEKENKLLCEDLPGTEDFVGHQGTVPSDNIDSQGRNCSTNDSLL
PTAP TSG101 blk – blocks PTAP/TSG101 interaction to inhibit HIV-1 budding; Fluorescence polarization, FITC-PTAP peptide / Tsg101 binding; 340,000 tested, under 10 active; Potency, µM (highest dose often 115 µM), inactives show top-dose activity change, negative = inhibition, most hits filed as inhibitors; Q99816; active = well fitted inhibition curve with a large enough effect in the main read-out, with a control signal flat, not every such curve was filed as active; inconclusive = small, poorly fitted or top-dose-only effect, or effect the other way, or a change in a side signal; inactive = no such curve, though single readings can be large or run the other way; note: potency is the fitted concentration of half-maximal effect; % of control where 0% means no effect
Target sequence (Q99816 whole entry, looked up): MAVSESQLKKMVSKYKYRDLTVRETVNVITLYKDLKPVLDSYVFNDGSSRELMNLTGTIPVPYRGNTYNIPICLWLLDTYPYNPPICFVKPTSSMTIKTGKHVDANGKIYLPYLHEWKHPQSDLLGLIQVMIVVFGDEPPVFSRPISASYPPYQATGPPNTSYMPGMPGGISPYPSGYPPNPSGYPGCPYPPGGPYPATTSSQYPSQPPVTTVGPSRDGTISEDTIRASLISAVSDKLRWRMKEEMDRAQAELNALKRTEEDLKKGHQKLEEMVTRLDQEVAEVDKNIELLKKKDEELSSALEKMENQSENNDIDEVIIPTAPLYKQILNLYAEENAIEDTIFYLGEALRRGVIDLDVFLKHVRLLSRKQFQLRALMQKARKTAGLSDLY
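Fluorescence anisotropy tracks displacement of a FITC-tagged PTAP peptide (50 nM) from the Tsg101 binding domain (10 uM), following a 20 min room-temperature incubation at pH 7.5.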
USP2a inh – USP2a (human) protease inhibition | AID 463254 | Potency, µM (series often up to 38.3 µM), inactives show at the top dose activity change, negative = inhibition, usual class: inhibitors | USP2 core, Ub-CHOP2 coupled fluorogenic reporter, 485/531 | O75604 | actives 0.01% (n = 330,000);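 note: potency is the fitted concentration of half-maximal effect; plate controls were DMSO wells for no effect and full inhibition by NEM control for full effect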
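Deubiquitinase activity read as fluorescence (485/531 nm) after Ub-CHOP2 cleavage activates the enterokinase reporter on its substrate; USP2 core 10nM, Ub-CHOP2 and substrate 25nM each, 30min compound preincubation then 60min RT; data normalized to NEM, curves fitted.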
S-ASM inh – inhibitors of human secretory acid sphingomyelinase; placental ASM, HMU-PC fluorogenic substrate, 60 min; actives 0.006% (n = 340,000); AID 504937; Potency, µM (series often up to 57.5 µM), inactives show at the highest dose activity change, negative = inhibition, hits mostly inhibitors; note: potency is the fitted concentration of half-maximal effect
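Steps: dispense placental human ASM, pin compound, wait 10 min at room temperature, add HMU-PC0 substrate at 9 uM final, incubate 60 min at 37 °C, add stop solution raising pH to 10, read fluorescence.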
BRCA1 expr act – increases BRCA1 expression | MCF7-BRCA1-FFLuc reporter, luminescence, 48 h; response scale: scaled: vehicle 0%, 10 µM genistein 100% | AID 624202 | Potency, µM (series often up to 46.1 µM), without a hit: top-dose activation, most hits filed as activators | actives 1.1% (n = 380,000); note: potency is the fitted concentration of half-maximal effect; nearly all actives have a fitted effect of over 80% in size; some results filed as inactive show a strong effect at the top dose
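MCF7-BRCA1-FFLuc cells, 2000/well in phenol-red-free MEM, attached 2 h then treated 48 h at 37 C. Luciferase luminescence read 15 min after reagent; normalized to genistein maximum activation (10microM) and DMSO, concentration-response fitted.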
Integrin act MD – activators of alpha7 integrin expression for muscular dystrophy; actives 0.064% (n = 350,000); AID 624291; alpha7betagal myoblasts, beta-gal FDG fluorescence, 48 h; Potency, µM (series often up to 38.3 µM), inactives show at the highest dose activation, actives largely listed as activators;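 note: potency is the fitted concentration of half-maximal effect; 100% = response of the positive control SU9516; nearly all actives have a fitted effect of over 60% in size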
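alpha7betagal+/- myoblasts (passage 13, 250/well) treated 48 h at 37C with compounds at 1:260 dilution of DMSO stock. Lysed, then beta-galactosidase activity read as FDG fluorescence (ex 480/em 540) after 30 min, with pre-read for autofluorescence.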
The depositor's hits bear a star; ? = inconclusive; · = no result given; [ ] = remark or other dose. Unless noted, calls come from the whole dose curve; as a rule, active = well fitted curve in the direction sought with a large enough effect; inconclusive = small, poorly fitted or top-dose-only effect, or another doubt; inactive = no such curve, though single readings can be large; an effect the other way counts as inactive or inconclusive. Rows are unselected; 2.6% or so of the library scored in one or more.

SMILES	uPA generation	Eya2 inh	p53 reactivator	ELG1 genotoxic	TRPV1 agonist	B2AR arrestin	PTAP TSG101 blk	USP2a inh	S-ASM inh	BRCA1 expr act	Integrin act MD
COc1ccc(S(=O)(=O)NCc2ccco2)cc1N(C)S(=O)(=O)c1ccccc1	-1%	-6%	-2%	-6%	2	-0.9%	-1%	1%	2%	-5%	17%
Cc1ccc(C(=O)N2CCc3ccccc32)o1	-8%	-6%	?	?	5	5.1%	-2%	0%	4%	?	12%
CCOC(=O)C1CCN(C(=O)C2CCN(S(=O)(=O)c3c(C)noc3C)CC2)CC1	3%	-3%	-1%	1%	-1	0.5%	1%	2%	-2%	10%	7%
Cc1ncoc1C(=O)Nc1ccc2c(c1)OCCO2	·	-3%	?	?	19	-0.1%	-12%	-5%	1%	20%	-18%
Cc1cc(C)c(S(C)(=O)=O)c(Oc2cccc(Cl)c2)n1	-2%	-28%	0%	2%	1	-1.2%	-1%	2%	-4%	6%	-26%
Cc1ccc(C(=O)N2CCC(C)CC2)cc1NC1=NC2CS(=O)(=O)CC2S1 (stereo unspecified)	17%	-5%	·	8%	-2	-0.4%	-1%	1%	0%	2%	2%
CCC(=O)Nc1cccc(NC(=S)NC(=O)c2ccccc2C)c1	-9%	6%	22%	0%	1	0.2%	-1%	0%	2%	?	19%
COc1ccccc1-c1nc(C#N)c(N2CCN(C(c3ccccc3)c3ccccc3)CC2)o1	6%	-1%	-2%	0%	3	0.3%	0%	-1%	-4%	6%	19%
C/C(=N\NC(=O)c1ccc(NS(=O)(=O)c2cccs2)cc1)c1ccc2ccccc2c1	-5%	-6%	2%	-2%	4	-2.1%	0%	0%	-9%	-31%	-33%
COc1ccc(NC(=O)Nc2ccc(F)cc2F)c(C)c1	0%	29%	5%	1%	11	-0.2%	-2%	-5%	3%	18%	0%[7.66 µM]
COc1cccc(C(=O)CSc2nnc(-c3cc(OC)cc(OC)c3)o2)c1	11%	7%	-4%	1%	1	-0.6%	-4%	-1%	2%	-1%	-3%
Cc1ccc(NC(=O)COC(=O)CCc2c[nH]c3ccccc23)c(C)c1	-5%	-4%	1%	3%	15	-0.1%	-7%	-1%	-2%	10%	-37%
Cc1ccc(NC(=O)c2cc(S(=O)(=O)N3CCCCC3)ccc2N2CCOCC2)cc1S(=O)(=O)N(C)C	20%	·	·	·	·	·	-2%	·	0%	-27%	2%
CCOCCn1c(CN2CCC(Cc3ccccc3)CC2)nc2c1c(=O)n(C)c(=O)n2C	8%	-4%	-22%	0%	-4	-0.2%	-8%	4%	7%	-4%	23%
Cc1ccc(NC(NC(=O)OCCn2c([N+](=O)[O-])cnc2C)C(Cl)(Cl)Cl)cc1 (stereo unspecified)	·	0%	0%	-1%	0	-1.8%	·	4%	·	·	·
N#C/C(=C\c1ccncc1)c1ccccn1	-12%	-5%	7%	-4%	-1	-0.3%	-4%	4%	5%	-33%	?
CCC(C)NC(=O)c1cc(Sc2nnc(C)s2)nc2ccccc12 (stereo unspecified)	·	-1%	?	-1%	-1	0.0%	·	5%	·	·	·
COc1ccc(C(=O)CCC(=O)N2CCN(c3cccc(Cl)c3)CC2)cc1	-2%	-4%	3%	-5%	28	0.5%	0%	-1%	-9%	1%	-5%
COC(=O)Cn1c(=NC(=O)CCS(=O)(=O)c2ccccc2)sc2c(OC)ccc(OC)c21	-1%	5%	3%	10%	-2	-0.2%	-1%	2%	0%	10%	-29%
CCN(CC)CCCC1(CN)OCCc2ccccc21 (stereo unspecified)	6%	1%	-8%	?	-2	-0.1%	0%	-6%	1%	3%	-63%[inhibitor]
CC(C)[C@H](NS(=O)(=O)c1cccc(C(F)(F)F)c1)C(=O)OCC(N)=O	2%	-2%	11%	1%	3	0.0%	-1%	-1%	-2%	8%	15%
Cc1ccc(CNC(=O)CCC(=O)Nc2nnc(C(C)C)s2)cc1	-1%	-7%	7%	0%	4	-1.0%	-1%	2%	1%	-1%	26%
COc1ccc(-c2cn(Cc3ccc(C(N)=O)cc3)c(CCN)n2)cc1	3%	4%	?	8%	-6	0.0%	-15%	-1%	6%	64%	19%
CCCCN(c1ccc(C(=O)OC)cc1)S(=O)(=O)c1ccccc1	1%	-2%	?	-4%	-5	-0.1%	1%	-2%	-3%	-2%	36%
COc1ccc(C(=O)NNC(=O)c2cc(C)[nH]n2)cc1	10%	-12%	0%	-2%	-1	0.4%	-10%	1%	5%	-1%	13%
COc1ccccc1CN1C(=O)CCC1(C)C(=O)NCc1cccnc1 (stereo unspecified)	2%	1%	-2%	1%	-10	-0.2%	-5%	0%	-2%	0%	-6%
COc1ccccc1NC(=O)N1CCn2c(nc3ccccc32)C1	·	-6%	0%	1%	1	2.9%	-6%	-1%	2%	4%	2%
O=C(C1CCN(S(=O)(=O)N2CCOCC2)CC1)N1CCN(c2ccc(F)cc2)CC1	-7%	-8%	-4%	-3%	3	-1.1%	0%	-1%	4%	-4%	16%
O=S(=O)(/N=C(/Nc1ccc(Cl)c(S(=O)(=O)N2CCOCC2)c1)c1ccc(F)cc1)c1ccccc1	0%	-5%	-28%	-14%	?	-0.8%	-6%	-1%	0%	2%	-12%
Cc1ccc(N=c2c([N+](=O)[O-])nn(-c3ccc4c(c3)OCCO4)n2O)c(Cl)c1	·	-24%	-2%	?	2	0.3%	·	-1%	·	·	·
COc1ccc2c(O)c(-c3c(C)cc(C)cc3C)c(=O)[nH]c2c1	1%	·	·	·	·	·	-3%	·	-1%	7%	19%
CCC(C)N(CCNC(=O)c1ccc(NC2=NC3CS(=O)(=O)CC3S2)cc1)Cc1ccco1 (stereo unspecified)	-12%	15%	·	10%	-3	0.2%	0%	0%	2%	22%	12%
O=C(CSc1nncn1-c1cccnc1)Nc1ccccc1[N+](=O)[O-]	-1%	8%	2%	6%	-2	-0.5%	-3%	3%	-3%	-37%	10%
S=c1[nH]ccc2ccccc12	4%	·	·	·	·	·	0%	·	-2%	-11%	24%
CN(C)S(=O)(=O)c1ccc(-c2ccccc2)cc1	6%	-6%	10%	-2%	0	-0.3%	-3%	1%	0%	40%	2%
O=C(CCc1c[nH]c2ccccc12)NCC(=O)Nc1ccc(F)c(F)c1F	2%	4%	0%	0%	2	-0.1%	0%	2%	2%	-4%	13%
COc1ccc(OCCOC(=O)CNC(=O)c2ccc(Cl)cc2Cl)cc1	1%	2%	0%	3%	-3	-0.6%	0%	-1%	-1%	17%	-3%
N/C(CS(=O)(=O)c1ccc(F)cc1)=N\O	-3%	18%	-1%	1%	-5	-1.0%	-5%	11%	4%	-6%	29%
CSCCC(NC(=O)c1ccccc1)C(=O)N1CC=C(c2ccccc2)CC1 (stereo unspecified)	-13%	-12%	-8%	-17%	13	2.8%	-5%	-4%	-5%	-48%	-7%
CCCCN1CC(=O)N2Cc3[nH]c4ccccc4c3C[C@H]2C1=O	-14%	9%	-4%	0%	4	-0.3%	-1%	0%	-1%	-7%	?
COc1cccc(/C=C/C(=O)OCC(=O)Nc2cccc(S(=O)(=O)N(C)C)c2)c1	-9%	13%	-1%	22%	-3	-0.3%	-1%	9%	-12%	-8%	-43%
Nc1nnc(CC(=O)N/N=C\c2ccc(-c3cccc(Cl)c3)o2)s1	-13%	1%	-4%	-3%	2	-1.1%	-2%	11%	-3%	15%	-1%
O=C(NCc1cccnc1)/C(=C/c1ccc(-c2ccc(Cl)cc2)o1)S(=O)(=O)c1ccccc1	·	-4%	-11%	-17%	-1	-0.3%	-2%	1%	34%[activator]	-97%[inhibitor]	-69%[inhibitor]
COc1ccc(OC)c(/C=C/c2ccc3cccc(O)c3n2)c1	·	-4%	?	?	0	4.0%	·	0%	·	·	·
CCOC(=O)C1=C(C)N=C2SCCC(=O)N2C1c1ccc(OC)cc1 (stereo unspecified)	·	-1%	-4%	1%	-2	0.2%	·	1%	·	·	·
Cc1cccc(/C=N/NC(=O)c2ccc(NC(=O)c3ccc(Cl)cc3)cc2)n1	0%	0%	-1%	-5%	?	-0.2%	2%	1%	-4%	0%	15%
